Source: PubChem BioAssay (National Center for Advancing Translational Sciences (NCATS))
Integrin act MD: qHTS for Activators of Integrin-Mediated Alleviation for Muscular Dystrophy; Potency, µM (series often up to 38.3 µM), without a hit: top-dose activation, actives largely listed as activators; 0.064% of 350,000 active; alpha7betagal myoblasts, beta-gal FDG fluorescence, 48 h; AID 624291, 2012;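 also: potency is read from the fitted curve at half-maximal effect; 100% = response of the positive control SU9516; nearly all actives have a fitted effect of over 60% in size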
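Alpha7betagal+/- myoblasts (passage 13) were plated 16-24 hr, then exposed to compounds (1:260 dilution of DMSO stock) for 48 hours at 37C. After MPER lysis, β-galactosidase reporter activity was read as FDG fluorescence (ex 480/em 540) after 30 minutes.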
AT treatment: qHTS Assay for Identifying a Potential Treatment of Ataxia-Telangiectasia; […] A-T fibroblasts, KAP-1 phosphorylation AlphaLISA; neocarzinostatin DNA damage 30 min before lysis; Potency, µM (series often up to 57.5 µM), without a hit: at the highest dose activation, hits mostly activators; 0.19% of 320,000 active; also: potency is read from the fitted curve at half-maximal effect; % of control where 0% means no effect; nearly all actives have a fitted effect of over 45% in size
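hTERT-immortalized A-T patient fibroblasts ([…]), 500 cells/well in OPTI-MEM, 1% FBS, got compounds for 60 min, then NCS for 30 min at 37C. Lysates were then assayed for phospho-KAP-1 by AlphaLISA (anti-pKAP1 donor, anti-KAP1 acceptor beads), 6 hr at 25C.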
KCNH2 3.1 inh: qHTS for Inhibitors of KCHN2 3.1: Mutant qHTS | U2OS KCNH2 3.1, thallium flux FluxOr; active compounds read low | activity change, % (tested at about 1.8 µM) | 0.95% of 340,000 active;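 active = maximum activity change below -70%; inconclusive = maximum activity change from -70% to -50%; inactive = maximum activity change above -50%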;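 also: thallium influx rate constant from kinetic fluorescence after stimulation buffer; % is scaled to controls: 0 for no effect and ±100 for the full control effect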
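Channel expression came from 3.1 mutant virus (1.77 x 10^8 /mL) applied to suspended U2OS cells for 4 h. Flux was tracked with FluxOr dye plus Red40 quencher, and kinetic rate constants normalized to controls.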
TRPV1 ag: HTS Assay for Compounds that Act as Agonists of the Vanilloid Receptor 1. activation, % at 8.33 µM. 0.19% of 320,000 active. Transient receptor potential cation channel subfamily V member 1 (Homo sapiens), Q8NER1. TRPV1-expressing cells, Fluo-8 calcium influx, agonist mode; in the data active = activation above about 80%; inconclusive = between about 30% and that limit; also: 0% is about no effect
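Cells expressing TRPV1 were dye-loaded with Fluo-8 and read kinetically: 10 s baseline, 3 min after compound (agonist portion), then 2 min after EC20 capsaicin (allosteric enhancer portion). Calcium-bound dye fluorescence at 480/520 nm.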
FBPA coupling cs: qHTS Assay for Inhibitors of Fructose-1,6-bisphosphate Aldolase from Giardia Lamblia: Coupling assay counterscreen. coupling enzyme system counterscreen, AmpLite Red fluorescence. activity change, negative = inhibition, % at 58.2 µM, hits read low. 0.67% of 290,000 active; in the data active = activity change below about -30%; also: % is scaled to controls: 0 for no effect and ±100 for the full control effect
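First, compound is pin-transferred into glyceraldehyde-3-phosphate coupling-enzyme reagent at 57.5 uM final and held 10 min at RT. Next, substrate, coupling system and AmpLite Red are added. After 20 min RT, fluorescence (525/598 nm) is read.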
KCNH2 WT inh: qHTS for Inhibitors of KCHN2 3.1: Wildtype qHTS; Voltage-gated inwardly rectifying potassium channel KCNH2 (Homo sapiens), Q12809; U2OS, BacMam KCNH2, thallium flux FluxOr; active compounds read low; activity change, % at 1.84 µM; 0.37% of 340,000 active; AID 720551, 2013;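 active = maximum activity change below -70%; inconclusive = maximum activity change between -70% and -50%; inactive = maximum activity change above -50%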; also: % is scaled to controls: 0 for no effect and ±100 for the full control effect
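U2OS cells were transduced with wild-type KCNH2 virus (2.03 x 10^8 / mL) for 4 h at room temperature, then cultured overnight at 37 C. Thallium flux was read with FluxOr dye. Rate constants were normalized to DMSO controls.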
ASM inhibitor: Inhibitors of Secretory Acid Sphingomyelinase (S-ASM): qHTS. 0.006% of 340,000 active. AID 504937, 2011. Potency, µM (series often up to 57.5 µM), for inactives: top-dose activity change, negative = inhibition, hits mostly inhibitors. placental ASM, HMU-PC fluorogenic substrate, 60 min. Sphingomyelin phosphodiesterase (Homo sapiens), P17405; also: potency is read from the fitted curve at half-maximal effect
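HMU-PC0 cleavage (9 uM final) by human placental ASM, 60 min at 37 °C following 10 min compound exposure at RT; stopped at pH 10, fluorescence Ex 386/Em 447 nm.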
GALK inh: qHTS Assay for Inhibitors of Human Galactokinase (GALK). P51570. Purified GALK, Kinase-Glo residual ATP luminescence. Potency, µM (highest dose often 57.5 µM), inactives show top-dose activity change, negative = inhibition, most hits filed as inhibitors. 0.007% of 270,000 active. AID 1868, 2009; also: potency is read from the fitted curve at half-maximal effect; % is scaled to controls: 0 for no effect and ±100 for the full control effect
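Human GALK (5 nM) with 35 uM ATP and 100 uM galactose in 20 mM HEPES pH 8.0, 5 mM MgCl2, 60 mM NaCl, 1 mM DTT, 0.01% BSA. After 1 h at room temperature, leftover ATP was read by Kinase-Glo Plus luminescence.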
MLL CXXC-DNA inh: qHTS Fluorescence Polarization Assay for Inhibitors of MLL CXXC domain - DNA interaction; Histone-lysine N-methyltransferase 2A (Homo sapiens), Q03164; MLL-CXXC / FITC-HOXA9 DNA fluorescence polarization; Potency, µM (doses to about 115 µM), for the others: at the highest dose activity change, negative = inhibition, most hits filed as inhibitors; 0.037% of 290,000 active; active = well fitted inhibition curve with a large enough effect in the polarisation, with a control signal flat, not every such curve was filed as active; inconclusive = small, poorly fitted or top-dose-only effect, or effect the other way, or a change in a side signal; inactive = no such curve, though single readings can be large or run the other way; the % refers to the polarisation; also: potency is read from the fitted curve at half-maximal effect
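Fluorescence polarization: 7 uM MLL-CXXC (stock) preincubated 5 min with compounds, then 50 nM fluorescein-HOX-A9 DNA (stock) added; 30 min ambient. Buffer 50 mM Tris-HCl pH 7.5, 50 mM NaCl, 1 mM DTT, 0.05% BSA.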
MBNL1 CUG block: qHTS Assay for Inhibitors of MBNL1-poly(CUG) RNA binding; Muscleblind-like protein 1 (Homo sapiens), Q9NR56; TR-FRET MBNL1-His/biotin-(CUG)12 binding, 665/545 ratio; Potency, µM (top dose mostly 57.5 µM), for the others: at the highest dose activity change, negative = inhibition, actives largely listed as inhibitors; 0.036% of 280,000 active; AID 2675, 2010; active = well fitted inhibition curve with a large enough effect in the signal ratio, with a control signal flat, not every such curve was filed as active; inconclusive = small, poorly fitted or top-dose-only effect, or effect the other way, or a change in a side signal; inactive = no such curve, though single readings can be large or run the other way; the % refers to the signal ratio; also: potency is read from the fitted curve at half-maximal effect; % is scaled to controls: 0 for no effect and ±100 for the full control effect
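TR-FRET between His-tagged MBNL1 and biotin-(CUG)12 RNA, detected with Tb anti-His antibody (0.055 ng/ul) and streptavidin-XL665 (5 nM), 60 min at room temperature. Compounds titrated 92 nM to 58 uM; 665/545 nm ratio normalized to buffer and complex controls.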
An asterisk follows results filed as active; ? = inconclusive; nt = not tested or not shown; & = joins results of further samples; [ ] = dose if it differs, or a comment. Unless noted, calls follow the shape of the dose curve; as a rule, active = well fitted curve in the direction sought with a large enough effect; inconclusive = small, poorly fitted or top-dose-only effect, or another doubt; inactive = no such curve, though single readings can be large; an effect the other way counts as inactive or inconclusive. This is a random part of the collection. About 2% of those tested had a hit in this group.

SMILES	Integrin act MD	AT treatment	KCNH2 3.1 inh	TRPV1 ag	FBPA coupling cs	KCNH2 WT inh	ASM inhibitor	GALK inh	MLL CXXC-DNA inh	MBNL1 CUG block
COc1ccc(-c2noc(CCCC(=O)NCC3CCCO3)n2)cc1 (stereo not given)	-4%	1%	10	1	0	-10	3%	2%	8%	1%
CCCCCCCN1CCC(=O)N([C@H](CO)CC(C)C)CC1	-2%	7%	-42	3	-5	38	13%	nt	-2%	-1%
CCOC(=O)Cc1csc(NS(=O)(=O)c2ccc(SC)cc2)n1	18%	0%	17	2	9	6	-1%	0%	-7%	-3%
CCc1cc2c(=O)c(-c3nc4ccccc4n3C)c(C(C)C)oc2c(CN2CCN(C)CC2)c1O	0%	0%	2	2	-1	-2	48%[activator]	-2%	-2%	-4%
CC1(C)CC(=O)C2=C(C1)N(N1CCOCC1)C(N)=C(C#N)C2c1cccs1 (stereo not given)	6%	-2%	4	-1	-5	2	2%	0%	-3%	-8%
Nc1ccc2c(c1)OCCOCCOCCOCCOCCO2	-3%	-2%	7	-5	-49*	-10	17%	-2%	6%	?
N#CCCN1CCCc2cc(N=Nc3ccc(C(F)(F)F)cc3)ccc21	-55%[inhibitor]	0%	-8	1	-8	-4	?	7%	1%	20%
Cc1noc(C)c1COc1ccc(C(=O)N2CCN(c3ccccc3F)CC2)cc1	8%	8%	-6	?	nt	-4	-3%	nt	nt	nt
Cc1cc2cc(CNC(=O)Cc3ccc([N+](=O)[O-])cc3)ccc2[nH]1	25%	4%	-3	?	-3	nt	-4%	-2%	7%	?
Cc1ccc(C(=O)N/C(=C/C=C/c2ccccc2)C(=O)NCc2ccco2)cc1	12%	-14%	-38	?	3	1	-10%	-1%	8%	?
CCN1CCN(CCCNC(=O)c2ccc3c(c2)N(Cc2ccccc2)CCS3)CC1	-22%	10%	-3	3	nt	2	237%[activator]	-3%	2%	36%[activator]
O=C(C1CC1)N1CCc2cc(Br)c(S(=O)(=O)N3CCCCCC3)cc21	-39%[inhibitor]	nt	12	nt	nt	6	-4%	nt	nt	nt
Cc1ccc(S(=O)(=O)N2[C@@H](c3cccc(Cl)c3)C(C(=O)O)=CC[C@H]2c2ccc(Cl)cc2)cc1	12%	12%	7	-3	nt	-1	-6%	nt	nt	nt
CC(C)CNC(=S)N1CCC(c2nc(-c3ccc(F)cc3)no2)CC1	-32%	-2%	3	29	2	6	-5%	-1%	9%	4%
CC(C)C[C@H]1CN=C(N(C)C)N1CC1CCCCCC1	-43%[inhibitor]	17%	-5	7	nt	16	0%	nt	nt	nt
CCOC(=O)C1CCCCN1Cc1ccc(OC)c(OC)c1OC (stereo not given)	0%	6%	-15	-1	0	-3	2%	9%	-9%	6%
O=C(NCc1ccccn1)C1CC(=O)N(C2CCCC2)C1 (stereo not given)	2%	nt	6	nt	nt	-4	2%	nt	nt	nt
CNS(=O)(=O)c1cccc(C(=O)OCC(=O)Nc2sc3c(c2C#N)CCCCC3)c1	-2%	-1%	3	0	11	-3	-24%	1%	13%	4%
Cc1ccc(S(=O)(=O)C2(C(=O)N3CCCCCC3)CC2)cc1	-12%	3%	12	7	1	-6	6%	0%	-12%	-10%
FC(F)Oc1ccc(-c2csc(NNC3=NCCCCC3)n2)cc1	-56%[inhibitor]	-19%	-16	5	-4	5	2%	-5%	3%	11%
COc1ccccc1S(=O)(=O)N1CCN(S(=O)(=O)c2ccccc2C#N)CC1	?	-6%	10	9	-1	3	-3%	-1%	6%	2%
COCc1ccc(C(=O)NCC2(N3CCCCC3)CCCCC2)cc1	-2%	26%	-28	2	0	-21	-2%	nt	9%	-1%
Cc1oc(-c2ccc(Cl)cc2)nc1CN1CCCC(C(=O)NCc2ccccn2)C1 (stereo not given)	-23%	-5%	-9	-2	4	-2	0%	0%	0%	18%
COc1ccc(C(=O)NC2CC(C)(C)Cc3c2cnn3-c2ccccc2)cc1OC (stereo not given)	-18%	9%	-6	1	nt	2	0%	-7%	16%	-1%
CC(=O)N1N=C(c2cccc([N+](=O)[O-])c2)OC1c1ccc(Cl)cc1Cl (stereo not given)	-12%	5%	-19	2	-1	2	-11%	nt	-1%	?
COC(=O)C1CCN(C(=O)COC(=O)[C@@H]2CC(O)CN2S(=O)(=O)c2ccc3c(c2)OCCO3)CC1 (stereo not given in full)	-6%	-2%	3	-2	1	-1	2%	1%	-2%	8%
CC(C)c1nc(SCC(=O)Nc2c[nH]c(=O)[nH]c2=O)c2cnn(-c3ccccc3)c2n1	?	-4%	7	0	-1	-8	-4%	-2%	43%[activator]	2%
COc1cc2[nH]c(=S)nc(NCc3cccc(Cl)c3)c2cc1OC	4%	7%	-9	-3	1	3	10%	-3%	5%	?
C=CCn1c(=NC(=O)c2ccc(S(=O)(=O)N3CCc4ccccc4C3)cc2)sc2cc(S(N)(=O)=O)ccc21	-43%[inhibitor]	-1%	3	-2	-2	1	19%	2%	10%	?
COc1ccccc1CNC(=O)CSc1ccc(C)cc1	2%	nt	-7	-5	-30*	-11	4%	1%	-2%	-10%
COC(=O)[C@@]1(Cc2ccc(F)cc2)[C@H]2c3cc(C(=O)N(C)C)n(Cc4ccc(OC(F)(F)F)cc4)c3C[C@H]2CN1C(=O)c1ccccc1	nt	-10%	nt	4	-9&-6	nt	nt	nt	10%	31%[activator]
Cc1cc(NC(=O)c2ccc(COc3ccc(Cl)c(C)c3)o2)no1	12%	-1%	1	2	-1	-5	4%	1%	11%	5%
CC(C(=O)O)N1C(=O)C2C3c4ccccc4C(c4ccccc43)[C@@H]2C1=O (stereo not given in full)	7%	7%	5	-4	7	-6	3%	2%	-1%	-7%
Cc1sc(NC(=O)CSc2nnc(C(C)C)n2C)c(C#N)c1C	4%	2%	-24	-4	3	0	6%	-2%	5%	7%
CC1Cc2ccccc2N1C(=O)COC(=O)Cc1ccc(F)cc1 (stereo not given)	0%	8%	-11	12	nt	-4	0%	nt	nt	nt
COc1ccccc1C(=O)Nc1ccccc1N1CCN(C(=O)c2ccc(Cl)cc2)CC1	29%	8%	9	11	nt	-2	0%	-1%	-3%	6%
O=C(COC(=O)/C=C/c1ccco1)NCc1ccc2c(c1)OCO2	-3%	-5%	-7	7	0	-5	2%	1%	-1%	nt
CC1(C)CC(=O)C(C=NC2CC(C)(C)NC(C)(C)C2)=C(O)C1	9%	10%	-1	0	1	-8	6%	2%	2%	-12%
COc1ccc(C(=O)NCC2CCCCC2)cc1S(=O)(=O)N1CCOCC1	?	4%	-2	nt	nt	3	-2%	nt	nt	nt
O=C(Nc1nnc(S(=O)(=O)N2CCCC2)s1)c1ccccc1Cl	-8%	0%	4	-1	1	18	-3%	nt	-15%	3%
Cc1ccc(NC(=O)CNC(=O)N2CC(=O)Nc3ccccc32)cc1F	11%	-1%	3	1	-1	0	-1%	0%	1%	-6%
COc1cccc(S(=O)(=O)NCc2ccc(C(=O)N3CCN(c4ccccc4)CC3)cc2)c1	17%	2%	-28	0	nt	-4	-6%	-6%	-2%	-1%
Cc1cc(C)c(S(=O)(=O)Nc2ncccc2C)c(C)c1	-25%	-1%	-4	4	-1	-8	0%	-4%	6%	-1%
Cc1cc(NC(=O)CSc2nnc(-c3ccco3)o2)no1	-22%	nt	-7	3	0	3	1%	5%	-18%	-1%
COc1cccc(-c2ccc(NC(=O)C3CCCN(Cc4cnn(C)c4C)C3)cc2)c1 (stereo not given)	-61%[inhibitor]	12%	-3	5	nt	3	1%	-7%	8%	-9%
CCCN(CCC)CC(O)Cn1cc(/C=C/C(=O)c2ccccc2)c2ccccc21 (stereo not given)	-61%[inhibitor]	5%	-12	18	-4	35	88%[activator]	-1%	41%[activator]	15%
CCCCOc1ccc(/C=C/C(=O)OCC(=O)NC2CCS(=O)(=O)C2)cc1OCC (stereo not given)	13%	-1%	-1	14	nt	7	2%	nt	nt	nt
Cc1ccc(NC(=O)CN(C)C(=O)c2ccc(Cl)c([N+](=O)[O-])c2)cc1	4%	5%	-11	2	2	-11	-2%	0%	33%[activator]	14%
